Compound activity from PubChem BioAssay.
P. falciparum M1AAP = malaria alanyl aminopeptidase activity blockers – biochemical, fluorogenic H-Leu-NHMec substrate, 1536-well (AID 1445). recombinant M1AAP, H-Leu-NHMec fluorogenic kinetic assay; higher % means a stronger effect. one-dose inhibition, % at 30 µM; IC50 in µM for titrated hits. 220,000 compounds, 0.42% hits;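 active = primary inhibition above the hit cutoff, then over 50% inhibition at one or more dose response concentrations, cut at about 23% in these data, passing the limit was not always enough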;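 also: plate controls were DMSO full reaction for no effect and no enzyme background for full effect; strong numbers were not always called active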
MT stabilizer = stabilizes microtubules in HeLa cells; HeLa tubulin immunostaining HCS, 24 h; share of cells brighter than vehicle mean+2SD; % tubulin-high responders, % at 10 µM; 200,000 compounds, 0.83% hits; AID 2205;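 active = plate Z-score above 3 for both tubulin-high and condensed-nucleus cell shares, with cell loss under 80%, at 10 µM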;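 also: anti alpha tubulin signal scored within the nucleus-defined area of each cell; some results filed as inactive read as strong as hits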
Autophagy mod = autophagy modulation, high-content screen; MEF GFP-LC3 puncta imaging; test concentration mostly 10 µM; 190,000 compounds, 0.98% hits; AID 463193; calls only at 10 µM (by protocol);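 active = percentage of spot-positive cells more than 3 SD above its plate mean, without a fluorescence outlier flag or 80% toxicity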;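 also: spot-positive cell cutoff set from DMSO-treated cells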
Lipid droplet = hepatic lipid droplet formation modulation. inhibition, % at 6.5 µM. AID 1656. 240,000 compounds, 0.4% hits. AML12 mouse hepatocytes, oleate lipid droplets, BODIPY imaging;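 active = lipid droplet intensity inhibited by at least 50%, with more than 500 cells counted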
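Material: mouse AML12 hepatocyte cell line, fixed after treatment; Timing: compound with oleate, overnight; Technique: high-content imaging of BODIPY-stained droplets and DAPI nuclei; Probe or stimulus: oleate, 100 µM final; Dosing: compound at 6.5 µM only.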
ER stress rescue = protection against thapsigargin-triggered cell killing – 384-well, CSM14.1, ATP luminescence, primary screen (AID 1222) | CSM14.1 thapsigargin-induced death rescue, ATP luminescence; higher % means a stronger effect | cellular ATP content (survival), % at 20 µM, or EC50 in µM where a hit was titrated | 190,000 tested, under 10 active;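 active = EC50 below 50 µM in the dose-response confirmation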;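 also: death triggered by thapsigargin at about 15 µM added after 2 h compound pretreatment; cell ATP read after overnight thapsigargin exposure of roughly 18 to 22 hours; normalized against plate controls of thapsigargin alone and 5% DMSO vehicle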
Ins promoter up = MIN6 insulin promoter up-regulation. MIN6 insulin promoter-GFP reporter, high-content imaging; hits give high values. z-score at 5 µM. 190,000 compounds, 0.3% hits;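 active = z-score above 3 at 5 µM with at least 500 cells counted in the well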
Yfh1-off respiration = enhancers of respiration in Yfh1-depleted yeast, dose response, Friedreich's ataxia, plus single-dose screen (AID 1465). S. cerevisiae Yfh1-off respiration, WST-1 reduction, 72 h; higher fold induction means a stronger effect. fold induction at 50 µM, or EC50 in µM where a hit was titrated. 220,000 compounds, 0.074% hits;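 active = fold induction of absorbance versus untreated yeast above a set limit, then at least 30% activation at any dose in follow-up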;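 also: activators that raise dye reduction in frataxin-depleted yeast; strong numbers were not always called active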
Dynein transport = dynein cargo transport inhibition; 3617.4 mouse cells, GR-EGFP nuclear translocation imaging; test concentration mostly 20 µM; stimulated with dexamethasone, 1 µM; hits give low values; z-score, hits read low; 220,000 compounds, 0.47% hits; AID 1381;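 active = plate z-score of nuclear minus cytoplasmic receptor signal below a set negative limit, without overly bright fluorescence or cell loss, cut at about -3.5 in these data, passing the limit was not always enough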;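 also: z-score of nuclear minus cytoplasmic ring GR-EGFP intensity difference per well; some compounds called inactive have numbers as strong as hits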
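Buffer or medium: tet-free, stripped-serum medium; Also added: dexamethasone, 1.0 µM final; Technique: high-content fluorescence imaging after fixation; Times: 48 h induction, 1 h compound, 30 min dex at 37 °C; Read-out: per-cell GR-EGFP intensity, nucleus versus surrounding cytoplasmic ring, well-averaged.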
M17LAP inhibition = P. falciparum M17LAP inhibitors, primary screen, biochemical, fluorogenic H-Leu-NHMec substrate, 1536-well (AID 1619). recombinant M17LAP, H-Leu-NHMec fluorogenic kinetic assay; higher % means a stronger effect. inhibition, % at 30 µM, or IC50 in µM where a hit was titrated. 220,000 compounds, 0.38% hits;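 active = compound inhibiting the enzyme by more than half at any dose during confirmatory dose-response retesting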;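 also: plate controls were full reaction with DMSO carrier for no effect and no enzyme background for full effect; strong numbers were not always called active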
Dynein transport cytoplasmic EGFP = further read-out of Dynein transport, marked with its call; z-score; measured here: cytoplasmic GR-EGFP intensity; hits give high values
Dynein transport nuclear GR-EGFP = recorded beside Dynein transport, whose call it bears; z-score; measured here: nuclear GR-EGFP intensity;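 lower value marks the stronger effect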
Dynein transport cell count = second read-out of Dynein transport, no call of its own (marks repeat the call); z-score; measured here: cell count per field
Ins promoter up cell count = recorded beside Ins promoter up, whose call it bears; cell count; measured here: cytotoxicity, nuclei count;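 total cells summed across four imaged fields per well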
Lipid droplet cells 6.5 µM = also measured in Lipid droplet; calls as there; cell count; measured here: cell count, cytotoxicity flag;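 cells counted across two imaged fields per well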
MT stabilizer Hoechst-high % = recorded beside MT stabilizer, whose call it bears; % Hoechst-high responders; measured here: nuclear condensation Hoechst responders;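 share of cells brighter than vehicle mean plus two SD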
MT stabilizer cytotoxicity % = also measured in MT stabilizer; calls as there; toxicity, %; measured here: cytotoxicity by cell density;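 0% = mean cell density of plate MIN control wells and 100% = no cells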
Autophagy mod cell loss 18 h = recorded beside Autophagy mod, whose call it bears; toxicity, %; measured here: cell loss, nuclei count;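 cell loss after 18 h compound exposure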
* hit, by the source's call; i = inactive; . = no result given. Rows are unselected; about 3.5% have a hit in one of these screens.

SMILES | P. falciparum M1AAP | MT stabilizer | MT stabilizer Hoechst-high % | MT stabilizer cytotoxicity % | Autophagy mod | Autophagy mod cell loss 18 h | Lipid droplet | Lipid droplet cells 6.5 µM | ER stress rescue | Ins promoter up | Ins promoter up cell count | Yfh1-off respiration | Dynein transport | Dynein transport cytoplasmic EGFP | Dynein transport nuclear GR-EGFP | Dynein transport cell count | M17LAP inhibition
C=CCNC(=O)NC(=O)COC(=O)/C(C#N)=C/c1cc(C)n(CCC(C)C)c1C | -3% | 2.7 | 1.2 | 8.3 | i | -22 | . | . | -1.3% | 0.56 | 1533 | i | 1.9 | -0.14 | 2.4 | -2.1 | -9%
CCC(CC)C(=O)Nc1cccc(/C(C)=N\NC(=O)c2ccc(C)s2)c1 | 11% | 1.1 | 1.3 | 9.7 | i | -5 | . | . | 2.0% | 1.7 | 1169 | i | 0.71 | -0.21 | 0.61 | -1 | 9%
CC(/C=C/c1ccccc1)=N\NC(=O)CCc1ccccc1 | . | 2.4 | 1.4 | 3.8 | i | -1 | -1 | 737 | -1.0% | 0.2 | 1607 | i | 0.43 | -0.22 | 0.77 | -0.21 | .
COc1ccc(C=C2C(=O)c3ccccc3C2=O)cc1O | 14% | 4.7 | 1.4 | 3.6 | i | 9 | 3 | 695 | 1.6% | 0.5 | 1012 | i | -0.56 | -0.2 | -0.42 | 0.12 | 12%
CC(C)c1ccc(NC(=O)c2csnn2)cc1 | -12% | 2.1 | 3.4 | 11 | i | 12 | 8 | 692 | -5.4% | 1.6 | 770 | i | 0.2 | -0.26 | 0.53 | 0.75 | -8%
O=C(Nc1cccc(-c2cn3c(n2)SCC3)c1)c1ccc(Br)o1 | 17% | 2.7 | 2.0 | 2.0 | i | 17 | -2 | 707 | . | 0.66 | 1082 | i | -0.43 | -0.2 | -0.17 | 0.36 | 18%
CSc1cccc(NC(=O)C(C)Sc2ccc(C)cc2)c1 (centres undefined) | 9% | 2.0 | 1.1 | 2.7 | i | 8 | -4 | 777 | 3.2% | -0.06 | 981 | i | -0.56 | -0.12 | -0.42 | 0.6 | 7%
O=C(O)CCCn1cc(NC(=O)c2cc(F)c(F)cc2Cl)cn1 | 3% | 2.7 | 1.5 | 6.2 | i | -21 | -9 | 706 | -2.1% | -0.29 | 1547 | i | 1.1 | -0.22 | 0.71 | -1.2 | 3%
CCCCOCCCNC(=S)Nc1ccc(S(=O)(=O)N2CCOCC2)cc1 | 5% | . | . | . | . | . | 1 | 709 | . | -0.03 | 1171 | i | 0.065 | -0.23 | -0.07 | -0.44 | -14%
Cc1ccc2cc(CN(CC3CCCO3)S(=O)(=O)c3ccccc3)c3nnnn3c2c1 (centres undefined) | -4% | 3.8 | 1.8 | 12 | i | -3 | -17 | 701 | -0.6% | -1.8 | 917 | i | 3.6 | -0.039 | 1.9 | -2.4 | -3%
CCC(C)(C)n1nnnc1C(c1ccccc1)N1CCN(Cc2ccccc2)CC1 (centres undefined) | . | 1.4 | 1.4 | 2.8 | i | -4 | -9 | 627 | 1.5% | 0.04 | 1636 | i | 0.55 | -0.16 | 0.95 | -0.36 | .
NC(=O)c1ccc(C2SCC(=O)N2Cc2ccccc2)cc1 (centres undefined) | 1% | 3.5 | 1.7 | 4.9 | i | 6 | . | . | -1.6% | -0.8 | 1620 | i | 0.068 | -0.091 | 0.19 | 0.37 | -4%
COc1cccc(CN2CCN(Cc3ccc(C)o3)CC2CCO)c1 (centres undefined) | 5% | 2.4 | 2.0 | 9.4 | i | 4 | -2 | 682 | -0.3% | . | . | i | -0.6 | 0.17 | 0.021 | 1.1 | 5%
CC(=O)N1N=C(c2cccs2)CC1c1cccs1 (centres undefined) | -4% | 2.3 | 1.4 | 6.3 | i | 3 | 10 | 637 | 0.2% | . | . | i | 1.7 | -0.046 | 1 | -2 | -7%
CCN(CC)CCC(c1ccc(N(C)C)cc1)c1c(OC)cc(OC)c2ccc(=O)oc12 (centres undefined) | 4% | . | . | . | . | . | -2 | 664 | . | -0.1 | 960 | i | -0.71 | -0.8 | -0.28 | 0.96 | 4%
CC(C)(C)c1ccc(C(=O)c2c[nH]c(C(=O)NCC3CCCO3)c2)cc1 (centres undefined) | -2% | 2.3 | 1.9 | 9.5 | i | 17 | -35 | 689 | -1.8% | -4.6 | 653 | i | 0.29 | -0.19 | -0.15 | -0.45 | -3%
COC(=O)c1ccccc1NC(=O)Cn1nnc(-c2ccc(OC)cc2)n1 | 2% | 5.8 | 2.7 | 0.6 | i | 27 | -22 | 750 | -0.1% | . | . | i | 0.034 | -0.18 | 0.43 | -0.51 | -1%
CCCCn1c(C(C)NC(=O)CCC)nc2ccccc21 (centres undefined) | 1% | 3.4 | 2.9 | 10 | i | -5 | -24 | 549 | -3.8% | -0.25 | 1597 | i | -0.53 | -0.26 | -0.15 | 0.45 | 8%
O=C(O)c1ccn2c(C(=O)c3ccc(Cl)cc3)c(-c3ccccc3)cc2c1 | 7% | . | . | . | . | . | 2 | 729 | . | -0.43 | 1084 | i | -0.65 | -0.26 | 0.078 | -0.18 | 12%
Cc1c(-n2c(SCC(=O)NC(C)C(C)C)nc3ccccc3c2=O)c(=O)n(-c2ccccc2)n1C (centres undefined) | 2% | 1.4 | 1.7 | 5.4 | i | -2 | 20 | 701 | . | 0.16 | 1331 | i | 1.5 | -0.21 | 0.63 | -0.92 | -1%
NC(=O)COC(=O)CSc1ccc2ccccc2c1 | 1% | 4.2 | 2.6 | 8.4 | i | 5 | 5 | 681 | -1.1% | 0 | 1185 | i | -0.62 | -0.31 | 0.091 | 1.5 | 1%
Cc1cccc(C)c1NC(=O)CN(c1ccccn1)S(=O)(=O)c1ccc(F)cc1 | 1% | 2.4 | 1.7 | 2.4 | i | -1 | -4 | 659 | -0.9% | 0.29 | 1200 | . | -0.53 | -0.19 | -0.22 | 0.76 | -11%
CC(C)CC(=O)NC(=S)N1CCCCCC1 | 4% | 1.0 | 1.2 | 5.7 | i | -2 | 33 | 749 | -2.1% | -0.16 | 1233 | i | . | . | . | . | 0%
CCCS(=O)(=O)N1CCCC(c2nc(-c3cccc(OC)c3)no2)C1 (centres undefined) | 6% | 4.0 | 3.1 | 4.6 | i | 6 | . | . | -1.1% | -0.06 | 1230 | i | -0.56 | -0.23 | 0.037 | 0.48 | -2%
NS(=O)(=O)c1ccc(NC(=O)COC(=O)c2ccc3c(c2)OCCO3)cc1 | -2% | 8.9 | 2.3 | 7.8 | i | 1 | -9 | 620 | 0.6% | -0.78 | 1149 | i | 0.59 | -0.35 | 0.57 | -0.049 | -2%
CCOc1ccccc1N1CCN(CC(O)COc2ccc3c(C)cc(=O)oc3c2)CC1 (centres undefined) | 14% | 5.2 | 4.2 | 1.3 | i | 1 | 3 | 658 | . | -1.2 | 1220 | i | -0.28 | -0.29 | 0.5 | 0.21 | -9%
CCC(Sc1nnc(C)s1)C(=O)Nc1nccs1 (centres undefined) | 4% | 2.6 | 2.0 | 6.8 | i | -11 | . | . | -1.8% | . | . | i | -1.2 | -0.25 | -0.34 | 1.4 | 7%
COCCN(C(=S)Nc1c(C)cccc1C)C(C)c1cccs1 (centres undefined) | -2% | 3.2 | 1.7 | 5.8 | i | 0 | -60 | 782 | -0.9% | -0.17 | 1202 | i | -0.02 | -0.23 | 0.056 | 0.2 | 15%
CCCCn1c(N)c(N2CCOCC2)c(=O)n(CC(=O)NCCc2ccccc2)c1=O | -5% | 4.3 | 1.9 | 12 | i | 11 | 6 | 718 | -2.1% | -0.58 | 1278 | i | -0.15 | -0.25 | -0.2 | -0.098 | -2%
O=C(Nc1cccc(S(=O)(=O)Nc2ccc(Cl)cc2)c1)c1ccc2c(c1)OCCO2 | 10% | 3.8 | 3.5 | 5.4 | i | 4 | -2 | 686 | -2.2% | -0.99 | 859 | i | 0.065 | -0.2 | -0.19 | -0.25 | 4%
Cc1nc2ccc(C(=O)N3CCSCC3)cc2s1 | -10% | 2.8 | 0.3 | 18 | i | 3 | -3 | 671 | . | 0.23 | 1269 | i | 0.38 | -0.3 | 0.4 | 0.23 | -8%
O=C(CO/N=C/c1ccc(OC(F)F)cc1)N1CCc2ccccc21 | 1% | 3.8 | 2.9 | 3.0 | i | -1 | -9 | 707 | -2.6% | 0.67 | 1250 | i | -0.18 | -0.023 | 0.7 | -0.48 | 17%

Arranged by value in M17LAP inhibition (highest first): some entries from above.
structure,M17LAP inhibition
O=C(Nc1cccc(S(=O)(=O)Nc2ccc(Cl)cc2)c1)c1ccc2c(c1)OCCO2,4%
NS(=O)(=O)c1ccc(NC(=O)COC(=O)c2ccc3c(c2)OCCO3)cc1,-2%
Cc1nc2ccc(C(=O)N3CCSCC3)cc2s1,-8%
